PREPL inh: PREPL enzyme inhibitors, primary screen, biochemical, fluorescence polarization; recombinant PREPL, fluorescence polarization activity-based probe; inhibition, % at 5.96 µM; 320,000 tested, 0.68% active; AID 2751, 2010; in the data active = inhibition above about 43%;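 also: 0% = enzyme with DMSO and 100% = wells lacking enzyme; many of its hits are not listed in these tables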
EBNA-1 inh: EBNA-1 DNA-binding inhibitors, primary screen, biochemical, fluorescence polarization | 300,000 tested, 0.34% active | inhibition, % at 14.8 µM; in the data active = inhibition above about 28%
PP5 primary: PP5 phosphatase inhibitors, primary screen, biochemical, fluorescence; Serine/threonine-protein phosphatase 5 (Homo sapiens), P53041; purified PP5c, OMFP substrate fluorescence; inhibition, % at 6.7 µM; 320,000 tested, 0.18% active; AID 1987, 2009;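 active = inhibition above the campaign's mean inhibition across all tested compounds plus 3 SD, cut at about 9.5% in these data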;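 also: 0% = DMSO only and 100% = 100 µM cantharidin control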
Target sequence (P53041 whole entry, looked up): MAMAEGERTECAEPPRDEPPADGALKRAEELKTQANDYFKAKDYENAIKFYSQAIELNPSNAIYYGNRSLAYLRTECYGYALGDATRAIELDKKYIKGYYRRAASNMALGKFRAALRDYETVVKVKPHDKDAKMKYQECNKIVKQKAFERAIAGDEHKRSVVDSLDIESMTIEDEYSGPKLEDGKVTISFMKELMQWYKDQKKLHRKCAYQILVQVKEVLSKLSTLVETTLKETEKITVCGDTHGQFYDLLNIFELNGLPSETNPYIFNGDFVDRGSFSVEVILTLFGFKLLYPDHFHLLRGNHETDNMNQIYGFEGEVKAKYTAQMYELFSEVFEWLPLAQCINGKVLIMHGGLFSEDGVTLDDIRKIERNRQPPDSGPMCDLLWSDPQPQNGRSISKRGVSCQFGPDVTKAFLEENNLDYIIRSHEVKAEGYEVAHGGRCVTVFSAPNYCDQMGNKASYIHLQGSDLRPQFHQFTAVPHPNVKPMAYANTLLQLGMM
Fh CTSL1 inh: Fasciola hepatica cathepsin L1 inhibitors, primary screen, counter-screen for PFM18AAP inhibitor project, biochemical, QFRET, fluorogenic peptide substrate; recombinant F. hepatica cathepsin L1, Z-Leu-Arg-MCA fluorescence; inhibition, % at 5.96 µM; 300,000 tested, 0.49% active; AID 1906, 2009;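 active = inhibition above the mean of all tested compounds plus 3 SD, set per screening campaign, cut at about 17% in these data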;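 also: 0% = plate median of test compound wells and 100% = 1 µM Z-Phe-Ala-diazomethylketone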
core dimer inh: inhibitors of HCV core protein dimerization, primary screen, biochemical, TR-FRET, high-throughput; TR-FRET GST/Flag-core106 dimerization, 1536-well; inhibition, % at 5 µM; 300,000 tested, 0.33% active;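 active = inhibition above the mean of all tested compounds plus 3 SD, set per screening campaign, cut at about 45% in these data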
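Material: GST/Flag-tagged HCV core106 proteins. Incubation: 4 h, 22.5 °C incubation. Read-out basis: inhibition (%) from 671 over 617 nm ratio. Measured by: TR-FRET, excitation 340 nm, emission 617 and 671 nm.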
TPT1 inhibitor: Candida albicans TPT1 enzyme inhibitors, primary screen, biochemical, fluorescence polarization; recombinant caTPT1, FP RNA substrate dephosphorylation; inhibition, % at 5 µM; 300,000 tested, 0.81% active; AID 1962, 2009;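 active = inhibition above the mean of all tested compounds plus 3 SD, set per screening campaign, cut at about 24% in these data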;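 also: plate controls were DMSO alone for no effect and ferristatin control at 100 nM for full effect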
Efflux pump inh: inhibitors of Candida efflux pumps in yeast, primary screen, S. cerevisiae, Nile Red, multiplex; inhibition, % at 10 µM; 330,000 tested, 0.44% active; S. cerevisiae Candida pump triplex;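 active = plate passing quality check with inhibition over a set limit, or well fluorescence over plate mean plus 4 SD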;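 also: Nile Red retained in pooled yeast measured as flow cytometry median fluorescence; 0% = buffer negative control and 100% = Enniatin B positive control; higher means more Nile Red kept so more efflux inhibition; some compounds called inactive have numbers as strong as hits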
PP1 inh: PP1-alpha phosphatase inhibitors, primary screen, counter-screen for PP5 inhibitor project, biochemical, fluorescence, OMFP substrate, single point | Serine/threonine-protein phosphatase PP1-alpha catalytic subunit (Homo sapiens), P62136 | purified PP1alpha | inhibition, % at 6.7 µM | 320,000 tested, 0.9% active | AID 2235, 2010;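 active = inhibition above the mean inhibition of all tested compounds plus 3 SD, computed separately for each screening campaign, cut at about 15% in these data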
ZTA DNA inh: blocks Epstein-Barr virus ZTA, an EBNA-1 counter-screen | P03206 | ZTA-DNA binding, fluorescence polarization | inhibition, % at 11 µM | 320,000 tested, 0.15% active | AID 2234; in the data active = inhibition above about 33%
Target sequence (P03206 whole entry, looked up): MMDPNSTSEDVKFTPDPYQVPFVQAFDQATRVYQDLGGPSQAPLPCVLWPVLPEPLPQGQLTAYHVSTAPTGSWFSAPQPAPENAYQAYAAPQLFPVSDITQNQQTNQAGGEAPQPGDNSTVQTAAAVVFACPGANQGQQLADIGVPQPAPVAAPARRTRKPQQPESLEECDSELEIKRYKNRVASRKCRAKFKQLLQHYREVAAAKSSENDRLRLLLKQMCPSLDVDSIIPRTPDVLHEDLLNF
* = called active by the depositor; nt = not tested or not shown. Only part of the results is shown, so the mix of outcomes need not match the whole.

canonical_smiles	PREPL inh	EBNA-1 inh	PP5 primary	Fh CTSL1 inh	core dimer inh	TPT1 inhibitor	Efflux pump inh	PP1 inh	ZTA DNA inh
Nc1c(C(=O)c2ccco2)oc2ccccc12	2	-9	-0.4	2	1	0	0.0	-1	-10
CO/N=C/c1ccc(Oc2ccc(C)cc2)nc1	-1	1	3.8	-2	-4	-5	-0.1	1	8
N#CC(c1ccc(O)cc1)c1ncc(C(F)(F)F)cc1Cl (centres undefined)	11	-1	1.0	-3	-2	0	-0.1	0	-8
Cn1c(=O)[nH]c(=O)c2c1nc(N1CCCCC1)n2CCCSc1nnnn1-c1ccccc1	39	-8	-1.0	4	-4	-1	-0.1	4	1
O=C(c1cn(Cc2ccccc2)nc1-c1ccccc1)N1CCN(c2ccccn2)CC1	-36	nt	0.5	nt	nt	nt	0.0	-2	3
CC(=O)c1cccc(OCC(=O)Nc2cc(Cl)ccc2-n2cncn2)c1	-2	-15	1.7	6	-3	0	-0.1	-2	-5
Cc1ccc(-c2nnc(N(C)C(=O)C3CCCO3)s2)cn1 (centres undefined)	-10	-4	0.5	2	0	-1	0.1	-2	-2
CC(=O)OC1C(N2CCCCC2)c2c(ccc(/C=C/C(=O)N3CCCCC3)c2O)OC1(C)C (centres undefined)	21	-19	3.0	0	6	0	0.2	0	-8
COc1ccccc1-n1c(N)c(C(N)=O)sc1=S	-7	-9	-0.4	1	-1	-1	0.1	0	8
CC(=O)N1CCN(c2ccccc2NC(=O)c2cc(Br)ccc2Cl)CC1	10	-2	0.1	0	27	4	0.0	3	-6
Cc1c(NC(=O)c2cnn3c2NC(c2ccco2)CC3C(F)(F)F)c(=O)n(-c2ccccc2)n1C (centres undefined)	15	-5	2.6	-2	3	4	0.1	-3	9
CCc1nnc(NC(=O)CSc2ccc(-c3ccc(F)cc3)nn2)s1	-2	5	-2.0	-2	-5	3	0.0	-5	-2
Cc1c(C)c2ccc(OC(C)C(=O)N3C[C@H]4C[C@@H](C3)c3cccc(=O)n3C4)c(C)c2oc1=O (some centres undefined)	12	2	4.1	4	-4	-6	0.1	2	-29
CC(=O)NC(CCS(C)(=O)=O)C(=O)Nc1ccccc1 (centres undefined)	-2	-11	1.3	-3	-1	0	0.3	-3	0
O=C(/C=C/Nc1ccc(Oc2ccccc2Cl)cc1)c1ccco1	18	-12	3.4	-1	17	14	0.4	-4	11
COc1ccc(CN(C)C(C)C(=O)Nc2ccc(S(=O)(=O)N3CCCCC3)cc2)cc1F (centres undefined)	2	nt	2.6	nt	nt	nt	0.0	1	14
Cc1ccsc1C(=O)C1CCCN(Cc2cc(F)ccc2-n2cccn2)C1 (centres undefined)	-2	8	1.5	5	2	2	0.1	-2	6
CC(=O)Oc1ccc2c(=O)c(-c3ccccc3)c(C)oc2c1	-1	-12	2.7	-15	-4	0	0.3	11	2
O=C(CSc1nc2ccccc2o1)Nc1ccc(N2CCOCC2)cc1	44*	-10	3.2	-9	0	-7	0.2	-2	-6
COc1ccc(C)c2sc(=NC(=O)c3cccc(N4C(=O)CCC4=O)c3)n(C)c12	-4	-4	1.3	1	11	38*	-0.1	3	1
Cc1nn(-c2ccccc2)nc1CNC(=O)C1CC1	-8	-12	-0.3	-3	-2	1	0.0	2	-11
CCn1cc(Cl)c(C(=O)Nc2ccccc2C(N)=O)n1	-1	-16	1.7	-1	-1	-1	0.0	-2	-16
CCN1CCN(C(=O)/C(=C/c2ccco2)NC(=O)c2ccccc2)CC1	9	1	0.9	1	-34	-6	0.0	-1	-8
COc1ccc(OC)c(Nc2nc(N)nc(CSc3nnc(-c4ccncc4)o3)n2)c1	-5	6	1.9	-4	0	-3	0.1	0	-14
COc1ccc(NC(=O)c2cccc(-n3cnnn3)c2)cc1	4	-9	3.0	3	-14	-6	-0.1	-1	-5
CC(=O)C1=C(C)NC(SCC(=O)c2ccc(Cl)cc2Cl)=C(C#N)C1c1ccco1 (centres undefined)	42	-13	0.8	-1	24	16	0.4	6	-9
O=C(/C(Cl)=C/Nc1ccc(Br)cn1)C(F)(F)F	6	9	1.3	8	1	5	0.1	0	12
Cc1ccc(Sc2oc(/C=N/n3cnnc3)cc2Br)cc1	4	-4	4.3	15	1	1	0.0	5	2
Cc1cnc(C(=O)OCC(=O)N(Cc2ccccc2)C(C)C)cn1	-8	-3	-5.0	-27	-3	2	0.3	-8	0
COc1ccc(OC)c(Cc2nnc(CCC(=O)NCc3ccc(C)s3)o2)c1	4	1	0.0	1	2	1	-0.1	-3	11

Some entries already given with just core dimer inh:
SMILES | core dimer inh
O=C(CSc1nc2ccccc2o1)Nc1ccc(N2CCOCC2)cc1 | 0
Cc1ccc(Sc2oc(/C=N/n3cnnc3)cc2Br)cc1 | 1

More entries:
canonical_smiles	PREPL inh	EBNA-1 inh	PP5 primary	Fh CTSL1 inh	core dimer inh	TPT1 inhibitor	Efflux pump inh	PP1 inh	ZTA DNA inh
O=S(=O)(c1ccc(F)cc1)N1CCCN(Cc2c(F)cccc2F)CC1	-16	3	-1.2	2	6	2	0.3	-4	0
O=c1[nH]cnc2scc(-c3ccc(Br)cc3)c12	-29	4	4.5	-4	-12	-7	-0.1	5	-21
CCOc1ccc(NC(=O)Cc2c(C(=O)O)n(C)c3ccccc23)cc1	6	1	0.1	1	-3	-2	-0.1	5	2
COc1ccccc1CNc1nc2nc(C)c(Cl)c(=O)n2[nH]1	19	10	0.2	2	-1	-1	-0.1	0	-16
Cc1ccccc1C(=O)NN1C(=O)CSC1=S	15	-7	-5.5	-1	-20	4	0.9	-1	-2
O=C(O)c1cccc(N=NN2CCCCCC2)c1	3	6	0.3	3	-3	-5	-5.8	3	4
O=C(COc1coc(CN2CCN(c3ccccc3)CC2)cc1=O)Nc1cccc(F)c1	3	-9	-1.6	7	-5	-6	-0.1	0	-7
O=C(CNC(=O)C1CCCCC1)NCc1ccco1	-3	3	1.8	-1	-1	-2	-0.2	-6	6
Cc1ccc(NC(=O)CCC(=O)OCc2ccc(Br)cc2)cc1	-7	0	1.1	-28	-6	-2	3.3	-2	9
CCN1CCN(Cc2nnc(-c3ccc(C)cc3)o2)CC1	13	-4	3.5	-4	-5	-1	0.1	-2	2
O=C(O)c1cccc(NC(=S)NC(=O)c2ccc(-c3ccccc3)cc2)c1	-8	4	1.9	7	14	1	-0.2	7	12
CCCOc1ccc(N2C(=O)CC(NCc3cccnc3)C2=O)cc1 (centres undefined)	-4	0	1.8	-3	-3	-7	-0.2	-2	2
Cc1nnc(NCc2ccco2)s1	2	7	2.1	-1	2	-2	0.1	-3	2
CCN(CC)CCn1c2c(c(SCC(=O)NCc3ccccc3)nc1=O)CCC2	-37	0	1.4	7	-1	1	0.1	0	-13
COc1ccc(C(=O)C2CCCN(C(=O)c3c4c(nn3C)CCCC4)C2)cc1F (centres undefined)	11	-7	-4.3	-4	-4	-1	0.2	3	11
Cc1cccc(-n2c(C)cc(/C=N\NC(=O)c3ccco3)c2C)c1	3	1	4.3	4	9	4	0.0	1	-4
O=C(NCc1ccc2c(c1)OCO2)C1CCC(CNc2c(N3CCCCC3)c(=O)c2=O)CC1 (centres undefined)	13	3	0.0	-4	-5	-3	-0.3	2	-6
O=C(NC(=S)Nc1ccc(Cl)cc1)c1cncc(Br)c1	4	-8	-0.9	-4	2	0	-0.1	-5	11
CCc1ccc(N2C(=O)c3sc4nnc(C)c(=O)n4c3C2=O)cc1	0	4	-1.5	0	2	1	-0.2	-6	7
COc1ccc(/C=N/n2cnn(Cc3ccccc3Cl)c2=S)cc1	16	4	1.4	4	1	-2	-0.1	2	-6
O=C(NCc1cccs1)C1CC(=O)N(c2ccc(Cl)cc2)C1 (centres undefined)	4	-16	0.5	0	-2	-1	-0.1	-1	-6
CCOC(=O)C1CCN(CC(=O)Nc2c(C(=O)OC)n(C)c3cccc(C)c23)CC1	2	6	1.6	2	3	1	0.0	0	6
COC(=O)[C@H](Cc1ccccc1)NS(=O)(=O)N[C@@H](Cc1ccccc1)C(=O)OC	10	nt	0.2	nt	nt	nt	0.2	0	-9
N/C(=N\OC(=O)CCCc1ccccc1)c1ccccc1Cl	-4	9	-1.3	-56	9	2	-0.3	0	16
CC(C)Nc1oc(-c2cccc3ccccc23)nc1C#N	6	-10	3.6	4	0	-2	0.0	-1	-3
Cc1n[nH]c(C)c1S(=O)(=O)N1CCCC(C(=O)NCC2COc3ccccc3O2)C1 (centres undefined)	2	4	-2.2	-2	1	-2	-0.1	-1	-9
CC(=O)C1=C(C)NC(SCc2cccc3ccccc23)=C(C#N)C1c1ccco1 (centres undefined)	22	-9	1.4	0	5	2	0.0	3	0
Cn1nc([N+](=O)[O-])nc1Sc1nnc(-c2ccccc2)o1	2	3	-0.1	63*	0	-4	0.0	1	-6
COc1cc(NC(=O)COC(=O)CNC(=O)C23CC4CC(CC(C4)C2)C3)cc(OC)c1	16	nt	1.7	nt	nt	nt	0.1	-1	4
Cc1ccc(NC(=O)CSc2nnc3ccccn23)cc1	-5	1	-0.4	-4	-1	-2	-0.1	-4	-1
Cc1cs/c(=N\N=C\c2ccc(O)cc2)n1Cc1ccco1	11	4	2.0	3	-12	3	0.1	-3	-6
N#CCCN1CCN(C2=NC(=O)C(=C3CCCCC3)S2)CC1	3	13	-1.2	-1	3	-2	0.1	-2	-4
COc1cc(/C=C/c2cc(C(=O)O)c3ccccc3n2)cc(OC)c1O	-5	-5	-1.1	4	-18	0	0.0	-6	16
Cc1nc2cc(NS(=O)(=O)c3ccccc3)ccc2n1C	2	0	2.9	-1	-3	-3	-0.2	-5	-4
CC(=O)N(C(C)=O)S(=O)(=O)c1ccc(N=NN2CCCCC2)cc1	12	6	-2.2	4	-5	-2	0.2	-1	-1
Oc1ccc(Cl)cc1C1=NNC(c2cccs2)C1 (centres undefined)	-45	9	1.9	3	11	7	-0.2	-1	16
CC(=O)NN=C1CCC(c2ccccc2)CC1 (centres undefined)	-1	5	-2.7	0	4	-1	0.0	-7	16
COC(=O)[C@H](Cc1ccccc1)NC(=O)NCc1ccc(S(N)(=O)=O)cc1	11	-10	2.6	2	-2	2	0.1	-3	-9
CCOc1ccc(N(CC(=O)NCC2CCCO2)S(=O)(=O)c2ccc(C)cc2)cc1 (centres undefined)	2	-6	1.3	0	7	-3	0.1	-1	13
CSCCC(NC(=O)c1ccccc1)C(=O)NCC(C)(C)N1CCOCC1 (centres undefined)	-2	nt	3.6	nt	nt	nt	0.1	0	-7
CCOc1ccc2[nH]c(S(=O)(=O)CC)nc2c1Cl	0	9	1.4	-4	2	-4	0.1	-3	-7
O=C(Cc1cccs1)N/N=C\c1ccc([N+](=O)[O-])s1	7	-13	0.6	5	0	-3	-0.1	3	6

PREPL inh: hit marks shown above
SMILES,PREPL inh,EBNA-1 inh,PP5 primary,core dimer inh,TPT1 inhibitor,Efflux pump inh
O=C(CSc1nc2ccccc2o1)Nc1ccc(N2CCOCC2)cc1,44*,-10,3.2,0,-7,0.2
